# Assay outcomes deposited in PubChem by Broad Institute.
# PglD DTNB – blocks C. jejuni PglD acetyltransferase activity | purified PglD enzyme, DTNB colorimetric CoA detection | inhibition, % at 12.5 µM | 360,000 tested, 0.098% active | AID 602405; in the data active means inhibition above about 16%, passing the limit was not always enough; inconclusive means no clear call, values can overlap the other calls; further: strong numbers were not always called active
# C2C12 statin – suppressors of simvastatin-induced myotoxicity in C2C12 myotubes | 330,000 tested, 0.78% active | ATP luminescence, 48 h; scaled: DMSO 0, geranylgeraniol control 100 | rescue of ATP level, % at 7.49 µM;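 active means mean ATP rescue above about 67%, or every replicate alone reaching that limit, limit read from the data, passing the limit was not always enough; inconclusive means no clear call, values can overlap the other calls; inactive means mean under the limit and some replicate under it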;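 further: myotubes were challenged with 10 µM simvastatin during compound exposure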
# DENV2 CPE – DENV2-induced cell death inhibition; DENV2-infected cells, cytopathic effect rescue, plate reader; CPE inhibition, % at 9.99 µM; 350,000 tested, 1.7% active; in the data active means CPE inhibition above about 20%, passing the limit was not always enough; inconclusive means no clear call, values can overlap the other calls; tested in BHK-21 cells;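 further: 0% = median of neutral control wells and 100% = median of positive control wells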
# SIRT5 block – sirtuin-5 (human) deacylase inhibition. Q9NXA8. Purified SirT5, succinyl-peptide AMC, trypsin-coupled fluorescence. inhibition, % at 15 µM. 330,000 tested, 1.1% active; in the data active means inhibition above about 15%; inconclusive means no clear call, values can overlap the other calls
# Target sequence (Q9NXA8 whole entry, looked up): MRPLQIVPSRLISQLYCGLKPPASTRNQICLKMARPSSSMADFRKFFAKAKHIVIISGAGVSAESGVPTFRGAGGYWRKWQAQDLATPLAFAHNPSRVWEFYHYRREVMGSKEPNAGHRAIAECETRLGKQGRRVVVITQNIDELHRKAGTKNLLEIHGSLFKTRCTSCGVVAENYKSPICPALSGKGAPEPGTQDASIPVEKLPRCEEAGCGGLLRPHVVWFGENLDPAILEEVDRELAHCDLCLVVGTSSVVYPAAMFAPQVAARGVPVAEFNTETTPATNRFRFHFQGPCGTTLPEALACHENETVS
# E-sel inducer – induces E-selectin expression in human endothelial cells | HUVEC E-selectin immunofluorescence imaging; normalized: neutral wells 0, TNF-alpha wells 100 | AID 686992 | activation, % at 7.58 µM | 260,000 tested, 0.37% active;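 active means mean E-selectin-positive cell signal at least 10% of the positive control, reached in at least 60% of replicates, without over 20% cell loss; inconclusive means no rule given, readout overlaps actives, possibly toxicity-flagged; inactive means the rest, including those meeting only one limit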;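 further: in these data hits start at about 27%; measured in HUVEC primary endothelial cells; signal is the percent of cells scored E-selectin positive by PE staining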
#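 Material: HUVEC primary endothelial cells; Amount: 3,000 cells per well; Dosing: single concentration; Medium: EGM-2 growth medium on 0.1% gelatin-coated wells; Read-out basis: percent E-selectin-positive cells; Signal: immunofluorescence imaging; Control set: TNF-alpha, DMSO.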
# S100A4 MyoIIA – inhibitors of human S100A4 binding to myosin IIA peptide | P26447 | S100A4/TAMRA-MyoIIA peptide fluorescence polarization | inhibition, % at 10.7 µM | 360,000 tested, 0.14% active | AID 652163;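 active means mean inhibition of at least 70% across replicates, with every replicate also reaching that level; inconclusive means mean inhibition reaches 70% but some replicates fall short; inactive means mean inhibition below 70%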
# Target sequence (P26447 whole entry, looked up): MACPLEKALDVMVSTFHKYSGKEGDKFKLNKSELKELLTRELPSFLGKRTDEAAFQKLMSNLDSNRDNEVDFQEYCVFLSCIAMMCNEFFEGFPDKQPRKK
#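 incubation = readout 5 min after mixing, signal stable up to 60 min | system = S100A4 monomer protein | buffer or medium = HEPES pH 7.2 with CaCl2, KCl, NaCl, DTT, Triton | benchmarks = neutral control DMSO, positive control TFP | also added = fluorescent myosin IIA peptide, 5 nM | compound dosing = one concentration per compound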
# ERp5 block – ERp5 (human) disulfide isomerase inhibition. Q15084. ERp5 insulin aggregation, absorbance 650 nm, 90 min. inhibition, % at 9.99 µM. 350,000 tested, 0.05% active;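 active means mean replicate inhibition above about 25%, with every replicate also reaching it, limit read from the data, passing the limit was not always enough; inconclusive means only one of those two criteria met; inactive means neither criterion met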
# Target sequence (Q15084 whole entry, looked up): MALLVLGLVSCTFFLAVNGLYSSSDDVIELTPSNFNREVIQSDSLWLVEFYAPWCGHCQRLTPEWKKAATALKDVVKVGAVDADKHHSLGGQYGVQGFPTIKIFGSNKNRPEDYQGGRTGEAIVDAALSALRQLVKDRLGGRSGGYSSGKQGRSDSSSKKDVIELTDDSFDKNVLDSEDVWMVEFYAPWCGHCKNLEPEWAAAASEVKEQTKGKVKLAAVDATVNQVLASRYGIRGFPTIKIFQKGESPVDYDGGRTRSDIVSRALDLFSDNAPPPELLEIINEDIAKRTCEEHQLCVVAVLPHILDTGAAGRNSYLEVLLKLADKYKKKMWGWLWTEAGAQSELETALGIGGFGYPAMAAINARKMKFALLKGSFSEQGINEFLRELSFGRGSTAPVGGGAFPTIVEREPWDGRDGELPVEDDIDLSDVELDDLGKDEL
# The depositor's hits bear a star; ? = inconclusive; / = not tested or not shown. Only part of the results is shown; rates above refer to the full screens.
SMILES,PglD DTNB,C2C12 statin,DENV2 CPE,SIRT5 block,E-sel inducer,S100A4 MyoIIA,ERp5 block
C#CCOc1ccc2ccccc2c1/C=C(/C#N)c1ccc(C(=O)O)cc1,-18,-15,-3,3,/,-3,-1
C=CCN(c1ccccc1OC)S(=O)(=O)c1cccc(C(=O)NCc2cccs2)c1,-4,-3,-4,1,-0.9,-3,-1
O=C(O)c1cccc2c1C(=O)N(c1ccccc1)C2,4,-10,11,4,/,-10,5
CC(C(=O)N1CCCC1)N1CCN(c2ccccc2O)CC1 (stereo not drawn),-1,0,-1,0,0.7,-1,2
CCNc1oc(/C=C/c2ccc(OCC)cc2)nc1C#N,-10,-15,3,1,/,1,1
CCOC(=O)[C@]12CCCC=C1N(CCC1=CCCCC1)C(=O)[C@H](CC(=O)N1CCC(c3ccccc3)CC1)C2,/,/,8,0,0.0,-1,-1
C[C@@H]1CN([C@H](C)CO)C(=O)c2cccc(NC(=O)Nc3ccc(F)cc3)c2O[C@@H]1CN(C)Cc1ccncc1,-2,3,1,/,-13,-2,-1
COc1ccc(S(=O)(=O)NCCN2CCOCC2)cc1Br,7,5,2,1,1.3,-11,-2
O=C(C[C@@H]1C[C@H]2c3cc(NC(=O)c4ccc5c(c4)OCO5)ccc3O[C@H]2[C@@H](CO)O1)NCCc1ccccc1,3,1,-3,-1,0.1,-4,-5
Nc1nnnn1-c1cccc([N+](=O)[O-])c1,0,2,5,/,-1.4,3,-3
O=C(NCCCN1CCOCC1)c1cc2c(s1)-c1ccccc1OC2,2,1,5,-76,/,-3,4
Cc1ccc(S(=O)(=O)CC(=O)Nc2ccc(Cl)cn2)cc1,-5,/,-5,1,1.7,-2,-8
O=C(CSc1nc2ccccc2c(=O)n1Cc1ccccc1)Nc1ccc(Br)cc1C(=O)O,-4,13,1,-3,/,3,2
O=C(O)c1ccc(NC2=Nc3cccc4cccc2c34)cc1,-1,/,0,-3,2.6,2,-3
COc1ccccc1NCC(=O)NNC(C)C(=O)Nc1cccc(Cl)c1 (stereo not drawn),1,19,-2,-1,0.5,2,6
COc1ccc(NC(=O)N(C)C[C@H]2Oc3ncc(C#CCC(C)C)cc3C(=O)N([C@@H](C)CO)C[C@@H]2C)cc1,-1,32,9,7,0.4,3,-6
O=C(CN1CCc2ccccc21)NC(=O)NC1CCCCC1,/,/,8,3,0.0,-2,3
Cc1cc(Nc2ccc(Br)cc2)n2nc(C)nc2n1,-3,15,2,/,/,-1,-4
Cc1c(-c2ccc(Cl)cc2Cl)nc2ccccc2c1C(=O)NCCN1CCOCC1,-5,7,-7,1,2.4,2,-7
C=CC[n+]1ccn(-c2nc3ccccc3nc2[N-]S(=O)(=O)c2cccs2)c1,/,/,0,1,0.0,-5,6
Clc1ccccc1N/N=C/c1ccc2c(c1)OCO2,1,-1,0,/,0.1,0,-6
C#CCOCCOCCOCCNc1nc(N2CCN(C(=O)[C@H]([C@@H](C)CC)n3cc([C@@H](N)CC(C)C)nn3)CC2)nc(N2CCN(C(=O)[C@H](Cc3ccc(O)cc3)n3cc([C@@H](N)C(C)CC)nn3)CC2)n1 (stereo partly drawn),0,-4,-21,/,0.0,-2,6
Cc1cc(C)cc(NC(=O)N2CCNC(=O)C2CC(=O)Nc2cc(Cl)ccc2Cl)c1 (stereo not drawn),1,-8,3,4,/,1,4
CC1(C)OC(=O)C2=C(C[C@@H](CCOCc3ccccc3)O[C@@H]2c2ccc(F)cc2)O1,/,/,10,-4,1.3,11,4
COc1ccc(-c2noc(CCC(=O)NCC3CCCO3)n2)cc1 (stereo not drawn),/,/,0,2,-0.1,-2,2

# Random excerpt: 2 entries already listed.
SMILES,PglD DTNB,C2C12 statin,DENV2 CPE,SIRT5 block,E-sel inducer,S100A4 MyoIIA,ERp5 block
O=C(CSc1nc2ccccc2c(=O)n1Cc1ccccc1)Nc1ccc(Br)cc1C(=O)O,-4,13,1,-3,/,3,2
O=C(O)c1ccc(NC2=Nc3cccc4cccc2c34)cc1,-1,/,0,-3,2.6,2,-3

# Further compounds:
SMILES,PglD DTNB,C2C12 statin,DENV2 CPE,SIRT5 block,E-sel inducer,S100A4 MyoIIA,ERp5 block
C[C@H]1CCCCO[C@@H](CN(C)S(=O)(=O)c2ccc(F)cc2)[C@@H](C)CN([C@@H](C)CO)C(=O)c2cc(NS(=O)(=O)c3ccc(Cl)cc3)ccc2O1,0,/,-18,9,0.0,1,-2
COc1cc(CNCc2cc(OC)ccc2OC)cc(OC)c1,-4,-2,18,-1,/,30,2
Cc1ccccc1OCC(=O)OCC(=O)NCc1ccccc1,-2,1,0,2,/,-2,0
Cc1ccc(NC(=O)c2ccc3snnc3c2)cc1C,1,-1,5,1,/,-1,-1
O=C(OCC(=O)N1CCC(Cc2ccccc2)CC1)c1cc(Br)ccc1O,-5,-8,12,-3,/,0,-7
CCOC(=O)N1CCN(C(=O)C[C@@H]2C[C@@]3(C(=O)OCC)CCCC=C3N(CCc3ccc(OC)c(OC)c3)C2=O)CC1,/,/,-9,-1,-0.4,-1,-3
O=C(OCc1ccccn1)C1CCN(C(=O)c2ccc(Cl)cc2)CC1,/,0,11,1,0.0,-1,4
C[C@H]1CCCCO[C@H](CN(C)C(=O)c2ccncc2)[C@@H](C)CN([C@@H](C)CO)C(=O)c2cc(NS(=O)(=O)c3cn(C)cn3)ccc2O1,2,/,-6,2,0.2,-6,-3
C[C@@H]1CCCCO[C@H](CN(C)S(=O)(=O)c2ccc(Cl)cc2)[C@H](C)CN([C@H](C)CO)C(=O)c2cc(NC(=O)C3CCCCC3)ccc2O1,0,/,5,10,0.1,-8,-1
O=C(Cn1nc(CNc2ccc(Cl)cc2)[n+]2c1CCCCC2)c1ccccc1,-1,-107,-22,0,/,-4,3
CCOC(=O)Cn1c(=O)oc2cc(S(=O)(=O)N3CCc4ccccc43)ccc21,2,15,1,-8,0.0,-6,2
O=C(COC(=O)CSc1ccc(Cl)cc1)NCCc1ccccc1,-2,4,-1,1,0.0,6,1
C[C@@H]1CCCCO[C@@H](CN(C)S(=O)(=O)c2cccs2)[C@H](C)CN([C@H](C)CO)C(=O)c2cc(NC(=O)Nc3ccccc3)ccc2O1,0,/,60*,7,/,0,-2
N#CCC(=O)Nc1ccc(C(=O)OCC(=O)N2CCN(C(=O)c3ccco3)CC2)cc1,2,-1,3,-3,/,-26,-15
CN(C)CCN1CCN(C2CN(Cc3ccc([N+](=O)[O-])cc3)S(=O)(=O)C2)CC1 (stereo not drawn),3,0,-1,1,/,-4,-6
C[C@H](CO)N1C[C@H](C)[C@H](CN(C)S(=O)(=O)c2ccc(F)cc2)Oc2cc(-c3cccc(F)c3)ccc2S1(=O)=O,1,-41,1,13,0.6,-50,-1
CCOc1ccc(-c2nnn(CC(=O)NCc3ccc(C)cc3)n2)cc1,/,/,4,2,/,-2,5
COc1ccc(-n2nc(C(=O)O)c3ccccc3c2=O)c(OC)c1,1,-11,1,3,/,-5,0
C[C@@H]1CCCCO[C@H](CN(C)S(=O)(=O)c2ccc(F)cc2)[C@@H](C)CN([C@H](C)CO)C(=O)c2cc(NC(=O)CCCCCC(=O)Nc3ccccc3N)ccc2O1,-2,-19,-2,1,0.0,-10,-3
CCOc1cc(C(c2c(C)[nH][nH]c2=O)c2c(C)[nH][nH]c2=O)cc(Br)c1OC,-5,6,5,2,0.0,-7,4
COc1ccccc1OCCNC(=O)c1cccc(S(=O)(=O)N2CC(C)OC(C)C2)c1 (stereo not drawn),1,/,2,0,-0.1,-23,-5
Cc1ccc(S(=O)(=O)N2CCCCC2)cc1NC(=O)CCCOc1ccccc1,-4,8,-8,-3,0.1,-2,3
CC(C)NC(=O)Nc1ccc2c(c1)C(=O)N([C@@H](C)CO)C[C@H](C)[C@H](CN(C)S(C)(=O)=O)O2,0,13,4,1,/,4,-4
Cc1ccc(S(=O)(=O)N[C@H]2CC[C@@H](CCn3cc(C4CCCCC4)nn3)O[C@@H]2CO)cc1,0,5,-2,1,-0.1,-4,-2
CCCCn1c(N)c(N(CC(C)C)C(=O)c2c(-c3ccccc3)noc2C)c(=O)[nH]c1=O,0,10,-8,4,-0.8,-8,5
CC1=CC(c2ccccc2)n2nc(NC(=O)CCC(=O)O)nc2N1 (stereo not drawn),7,/,3,-11,-0.3,2,-1
Cc1ccc(S(=O)(=O)N(C)C)cc1NC(=S)Nc1ccc2cn[nH]c2c1,/,/,4,0,6.1,6,1
CCN(CC)Cc1c(C(=O)N/N=C/c2cccc(OCc3cccc(Cl)c3)c2)nnn1-c1nonc1N,-2,4,?,-5,/,-2,-9
Cc1cccn2c(=O)c(C=O)c(N3CC(C)OC(C)C3)nc12 (stereo not drawn),/,/,8,2,2.4,5,-3
O=C(C[C@@H]1C[C@@H]2c3cc(NS(=O)(=O)c4ccc(F)cc4)ccc3O[C@@H]2[C@@H](CO)O1)NCc1ccncc1,4,-1,-7,-1,-0.2,25,10

# 6 compounds from above, limited to ERp5 block.
SMILES | ERp5 block
CCOC(=O)N1CCN(C(=O)C[C@@H]2C[C@@]3(C(=O)OCC)CCCC=C3N(CCc3ccc(OC)c(OC)c3)C2=O)CC1 | -3
C[C@@H]1CCCCO[C@H](CN(C)S(=O)(=O)c2ccc(Cl)cc2)[C@H](C)CN([C@H](C)CO)C(=O)c2cc(NC(=O)C3CCCCC3)ccc2O1 | -1
CC(C)NC(=O)Nc1ccc2c(c1)C(=O)N([C@@H](C)CO)C[C@H](C)[C@H](CN(C)S(C)(=O)=O)O2 | -4
COc1cc(CNCc2cc(OC)ccc2OC)cc(OC)c1 | 2
C[C@H]1CCCCO[C@@H](CN(C)S(=O)(=O)c2ccc(F)cc2)[C@@H](C)CN([C@@H](C)CO)C(=O)c2cc(NS(=O)(=O)c3ccc(Cl)cc3)ccc2O1 | -2
O=C(OCc1ccccn1)C1CCN(C(=O)c2ccc(Cl)cc2)CC1 | 4
